Anesthetic bind: qHTS Assay for Identification of Novel General Anesthetics | apoferritin/1-aminoanthracene competitive binding, fluorescence | hit rate 0.074% among 350,000 | Potency, µM (highest dose often 77.5 µM), for the others: at the top dose activity change, negative = displacement, actives largely listed as inhibitors; also: potency is read from the fitted curve at half-maximal effect; % is scaled to controls: 0 for no effect and ±100 for the full control effect; nearly all actives have a fitted effect of over 20% in size
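Read-out: endpoint 1-AMA fluorescence, excitation 380 nm and emission 535 nm, after compounds sit 10 min at room temperature with 10 uM horse-spleen apoferritin in 50% saturated 1-AMA/PBS. Values come from four-parameter Hill fits.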
ERG Ets-DNA blk: qHTS for Small Molecule Inhibitors of the ERG Ets/DNA interaction. fluorescence polarization, His-ERG Ets domain / labelled DNA. Potency, µM (doses to about 76.9 µM), without a hit: at the highest dose FP activity, negative = inhibition, actives largely listed as inhibitors. hit rate 0.028% among 370,000; active = well fitted inhibition curve with a large enough effect in the polarisation, with a control signal flat; inconclusive = small, poorly fitted or top-dose-only effect, or effect the other way, or a change in a side signal; inactive = no such curve, though single readings can be large or run the other way; the % refers to the polarisation;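 also: polarization taken with two DNA probes labelled with fluorescein and Texas red; potency is read from the fitted curve at half-maximal effect; % of control where 0% means no effect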
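His-tagged ERG Ets domain (1 uM in the protein solution; 300mM KCl, 50mM Tris-HCl, 1mM EDTA, 1mM DTT, pH 7.5) received compound, then a probe mix of 5 nM fluorescein-DNA and 100nM Texas-615-DNA. Fluorescence polarization was read for both dyes.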
Pol beta inh: qHTS Assay for Inhibitors of DNA Polymerase Beta. Potency, µM (titrated, usually from 114 µM), without a hit: at the top dose activity change, negative = inhibition, hits mostly inhibitors. P06746. Pol beta primer extension/strand displacement, fluorescence kinetic. hit rate 1.3% among 340,000. AID 485314, 2010; also: potency is read from the fitted curve at half-maximal effect; % is scaled to controls: 0 for no effect and ±100 for the full control effect
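Values derive from four-parameter Hill fits of normalized kinetic data: reads at 0 and 10 min following addition of 50 nM substrate to 10 nM Pol beta preincubated 15 min with compound.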
ALOX12 inh: Primary qHTS assay for inhibitors of human arachidonate 12S-lipoxygenase (ALOX12): Round 2 | purified 12hLO, xylenol orange hydroperoxide absorbance | Potency, µM (top dose mostly 108 µM), without a hit: top-dose activity change, negative = inhibition, hits mostly inhibitors | hit rate 1.1% among 580,000; also: potency is read from the fitted curve at half-maximal effect; % is scaled to controls: 0 for no effect and ±100 for the full control effect
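Hydroperoxide product was detected by ferrous iron/xylenol orange as the 573 to 405 nm absorbance ratio. Arachidonic acid at 40 uM (final) was turned over for 30 min at room temperature by 150 nM human 12hLO, pH 7.0 Hepes buffer, after 15 min compound preincubation.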
Pol kappa inh: qHTS for Inhibitors of Polymerase Kappa; purified Pol kappa, fluorescent DNA synthesis assay, 10 min; Potency, µM (top dose mostly 107 µM), inactives show at the highest dose activity, negative = inhibition, usual class: inhibitors; hit rate 0.53% among 400,000; AID 588579, 2011; also: potency is read from the fitted curve at half-maximal effect; % is scaled to controls: 0 for no effect and ±100 for the full control effect
Target sequence (Q9UBT6 whole entry, looked up): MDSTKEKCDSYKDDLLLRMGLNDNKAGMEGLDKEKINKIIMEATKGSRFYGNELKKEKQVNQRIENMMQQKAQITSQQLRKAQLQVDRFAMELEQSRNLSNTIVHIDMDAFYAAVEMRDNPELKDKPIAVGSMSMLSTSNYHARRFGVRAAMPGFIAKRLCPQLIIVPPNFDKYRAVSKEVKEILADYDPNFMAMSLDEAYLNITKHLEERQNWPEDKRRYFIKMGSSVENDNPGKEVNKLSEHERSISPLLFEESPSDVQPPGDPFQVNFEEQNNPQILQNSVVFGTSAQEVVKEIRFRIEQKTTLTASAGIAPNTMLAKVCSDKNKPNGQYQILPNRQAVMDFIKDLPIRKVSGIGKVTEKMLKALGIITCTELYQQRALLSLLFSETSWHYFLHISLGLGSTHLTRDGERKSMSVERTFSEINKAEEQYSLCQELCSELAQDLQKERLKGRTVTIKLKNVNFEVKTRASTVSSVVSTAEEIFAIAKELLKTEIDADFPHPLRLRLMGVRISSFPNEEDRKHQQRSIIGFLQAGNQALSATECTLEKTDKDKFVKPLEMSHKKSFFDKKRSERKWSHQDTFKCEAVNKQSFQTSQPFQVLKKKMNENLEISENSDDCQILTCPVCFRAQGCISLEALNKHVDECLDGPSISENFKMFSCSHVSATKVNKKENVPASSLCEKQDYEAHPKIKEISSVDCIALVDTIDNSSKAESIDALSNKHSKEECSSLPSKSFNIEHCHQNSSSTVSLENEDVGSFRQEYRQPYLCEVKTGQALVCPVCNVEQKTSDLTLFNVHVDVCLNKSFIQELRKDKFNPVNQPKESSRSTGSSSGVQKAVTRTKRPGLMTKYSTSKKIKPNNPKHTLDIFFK
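Pol kappa 10 nM + cpd, 15 min RT; start w/ substrate 50 nM final; fluorescence kinetic read, 0 and 10 min. Neg ctrl: buffer, no enzyme.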
RGS4 inhibitor: Inhibitors of Regulator of G Protein Signaling (RGS) 4: qHTS | Regulator of G-protein signaling 4 (Homo sapiens), P49798 | Potency, µM (highest dose often 114 µM), for inactives: at the top dose activity change, negative = inhibition, usual class: inhibitors | hit rate 0.039% among 390,000 | Transcreener GDP fluorescence polarization, RGS4-accelerated GTP hydrolysis; also: potency is read from the fitted curve at half-maximal effect; % is scaled to controls: 0 for no effect and ±100 for the full control effect; nearly all actives have a fitted effect of over 75% in size; some results filed as inactive show a strong effect at the top dose
Target sequence (P49798 whole entry, looked up): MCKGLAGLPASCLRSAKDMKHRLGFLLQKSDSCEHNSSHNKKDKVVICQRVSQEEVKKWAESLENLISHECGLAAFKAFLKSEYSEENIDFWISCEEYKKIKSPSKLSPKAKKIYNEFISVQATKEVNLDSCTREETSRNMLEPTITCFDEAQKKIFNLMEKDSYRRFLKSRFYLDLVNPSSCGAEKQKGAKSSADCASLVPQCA
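MLSMR compounds (23 nl, pin-transferred) preincubated 10 min at room temperature with a 500nM (2x) first reagent, then RGS4 at 900nM (2x) plus Transcreener GDP mix added; fluorescence polarization (620/688 nm) read before and after 90 min at 30 °C.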
Pol eta inh: qHTS for Inhibitors of Polymerase Eta | recombinant Pol eta, fluorescent DNA replication assay | Potency, µM (highest dose often 114 µM), for the others: at the highest dose activity change, negative = inhibition, hits mostly inhibitors | hit rate 1.2% among 390,000 | AID 588591, 2011; also: potency is read from the fitted curve at half-maximal effect; % is scaled to controls: 0 for no effect and ±100 for the full control effect
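Fluorescent replication assay: 50 nM final substrate added after a 15 min room-temperature compound preincubation with 10 nM enzyme. Signal taken at 0 min and again at 10 min.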
APE1 inh: qHTS Assay for Inhibitors of the Human Apurinic/apyrimidinic Endonuclease 1 (APE1); DNA repair nuclease/redox regulator APEX1 (Homo sapiens), P27695; recombinant APE1, TAMRA/BHQ-2 abasic DNA cleavage fluorescence; Potency, µM (top dose mostly 65.8 µM), without a hit: at the top dose activity change, negative = inhibition, most hits filed as inhibitors; hit rate 0.35% among 350,000;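 also: potency is read from the fitted curve at half-maximal effect; plate controls were vehicle for no effect and reference inhibitor for full effect; nearly all actives have a fitted effect of over 55% in size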
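Step 1: APE1 (0.75 nM) with compound, 15 min RT. Step 2: add 50 nM fluorophore/quencher THF duplex. Step 3: three fluorescence reads 60 s apart (525/598 nm); read 3 minus read 1 = reaction progress.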
LDHA inh: qHTS assay for inhibitors of human lactate dehydrogenase; activity change, % (values are at about 110 or 230 µM); AID 1347041, 2019; purified LDHA, NADH/diaphorase-resazurin fluorescence; hits give low values; hit rate 0.15% among 480,000; in the data active = activity change below about -30%; inconclusive = mostly about -25% to -30%;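 also: plate controls were DMSO wells for no effect and wells without enzyme for full effect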
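Enzyme activity of human lactate dehydrogenase 5 (2 nM; 0.06 mM NADH, 0.2 mM pyruvate, 5 min, RT) is measured via a resazurin/diaphorase fluorescence readout of residual NADH.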
Starred values were filed as active, the others as inactive; & = joins results of further samples; [ ] = remark or other dose. Unless noted, calls follow the shape of the dose curve; as a rule, active = well fitted curve in the direction sought with a large enough effect; inconclusive = small, poorly fitted or top-dose-only effect, or another doubt; inactive = no such curve, though single readings can be large; an effect the other way counts as inactive or inconclusive. The list is partial; count on the stated rates, not on these rows.

Results for CC(=O)Nc1ccc(S(=O)(=O)NC(CC(=O)N2CCC3(CC2)OCCO3)C(C)C)cc1 (stereo not given) ?
Anesthetic bind: -16%; ERG Ets-DNA blk: 1%; Pol beta inh: -11%; ALOX12 inh: 15%; Pol kappa inh: -5%; RGS4 inhibitor: 9%; Pol eta inh: -14%; APE1 inh: -5%; LDHA inh: -1

Results for COc1cc(CN=C(C)c2c(O)n(C3CCCCC3)c(=O)[nH]c2=O)cc(OC)c1 ?
Anesthetic bind: -7%; ERG Ets-DNA blk: 8%[15.4 µM]; Pol beta inh: 6%; ALOX12 inh: -5%; Pol kappa inh: -4%; RGS4 inhibitor: 15%; Pol eta inh: -21%; APE1 inh: 2%; LDHA inh: 0

Results for OCCNc1c2c(nc3ccccc13)CCCC2 ?
Anesthetic bind: -10%; ERG Ets-DNA blk: -12%; Pol beta inh: 25%; ALOX12 inh: 10%; Pol kappa inh: 9%; RGS4 inhibitor: -18%; Pol eta inh: -8%; APE1 inh: -2%; LDHA inh: 2

Results for CCCCOc1ccc(CN2CCN(CC)CC2)cc1 ?
Anesthetic bind: -16%; ERG Ets-DNA blk: -1%; Pol beta inh: 2%; ALOX12 inh: inconclusive; Pol kappa inh: -2%; RGS4 inhibitor: 15%; Pol eta inh: -19%; APE1 inh: 2%; LDHA inh: -2

Results for CCn1c(O)c(/C=N/NC(=O)c2ccncc2)c(=O)n(CC)c1=S ?
Anesthetic bind: 41%[activator]; ERG Ets-DNA blk: 14%; Pol beta inh: -22%; ALOX12 inh: -29%; Pol kappa inh: 5%; RGS4 inhibitor: -9%; Pol eta inh: -12%; APE1 inh: 0%; LDHA inh: 2

What do the screens show for `Cc1cccc(Cn2cc(C=O)c3ccccc32)c1`?
Anesthetic bind: inconclusive; ERG Ets-DNA blk: -1%; Pol beta inh: 1%; ALOX12 inh: 0%; Pol kappa inh: -2%; RGS4 inhibitor: -8%; Pol eta inh: -26%; APE1 inh: 56%[activator]; LDHA inh: -1

Results for O=[N+]([O-])c1ccc(CNCCc2ccccc2)cc1 ?
Anesthetic bind: -17%; ERG Ets-DNA blk: -4%; Pol beta inh: 9%; ALOX12 inh: inconclusive; Pol kappa inh: 4%; RGS4 inhibitor: -5%; Pol eta inh: -10%; APE1 inh: 3%; LDHA inh: -8

How did O=C1C(=Cc2ccccc2)N2CCC1CC2 do in these assays?
ERG Ets-DNA blk: -11%; ALOX12 inh: 4%; Pol kappa inh: 1%; RGS4 inhibitor: -12%; Pol eta inh: -17%; LDHA inh: 2

Results for C=CCn1c(O)c(C(C)=NCCc2ccccc2)c(=O)[nH]c1=O ?
Anesthetic bind: -11%; ERG Ets-DNA blk: 10%; Pol beta inh: 14%; ALOX12 inh: 0%; Pol kappa inh: -1%; RGS4 inhibitor: 7%; Pol eta inh: -13%; APE1 inh: 1%; LDHA inh: -5

What do the screens show for `CCCC[n+]1cc(/N=C(\[O-])OC)on1`?
Anesthetic bind: -3%; ERG Ets-DNA blk: 1%; Pol beta inh: 12%; ALOX12 inh: 0%; Pol kappa inh: -5%; RGS4 inhibitor: 14%; Pol eta inh: 2%; APE1 inh: 9%; LDHA inh: -15

What do the screens show for `CN1CCC(OC(=O)c2cccc(F)c2)CC1`?
Anesthetic bind: -6%; ERG Ets-DNA blk: 14%; Pol beta inh: 0%; ALOX12 inh: -2%; Pol kappa inh: -8%; RGS4 inhibitor: 27%; Pol eta inh: -7%; APE1 inh: 24%; LDHA inh: -8

What do the screens show for `COc1ccc(-c2ccc(OC)c(OC)c2OC)cc1`?
ERG Ets-DNA blk: 1%; ALOX12 inh: 13%; Pol kappa inh: -23%; RGS4 inhibitor: 24%; Pol eta inh: -2%; LDHA inh: -7

Results for CCCCN1C(=O)/C(=C/C=C/c2ccco2)C(=O)NC1=S ?
Anesthetic bind: -8%; ERG Ets-DNA blk: 105%[activator]; Pol beta inh: 3.5µM*; ALOX12 inh: 6.3µM*; Pol kappa inh: 18µM*; RGS4 inhibitor: inconclusive; Pol eta inh: 3.5µM*; APE1 inh: 32µM*; LDHA inh: -10

What do the screens show for `Cc1c(C(=O)c2ccc3ccccc3c2)c2cccc3c2n1[C@H](CN1CCOCC1)CO3`?
ALOX12 inh: inconclusive; Pol kappa inh: -11%[19.4 µM]; RGS4 inhibitor: -20%[56.9 µM]; APE1 inh: inconclusive

Results for O=[N+]([O-])c1ccc(N2CCNCC2)cc1N1CCCCCC1 ?
Anesthetic bind: -22%; ERG Ets-DNA blk: -6%; Pol beta inh: 11%; ALOX12 inh: inconclusive; Pol kappa inh: -14%; RGS4 inhibitor: -19%; Pol eta inh: -14%; APE1 inh: 6%; LDHA inh: -3

How did O=C(O)COc1ccc(Cl)cc1Cl do in these assays?
Anesthetic bind: 4%; ERG Ets-DNA blk: 2%; ALOX12 inh: 15%; Pol kappa inh: 8%; RGS4 inhibitor: 1%[11.4 µM]; Pol eta inh: 25%; APE1 inh: -1%&3%&1%; LDHA inh: -1

How did C/C(=N\NP(=S)(c1ccccc1)c1ccccc1)c1ccc(O)cc1O do in these assays?
Anesthetic bind: -12%; ERG Ets-DNA blk: 12%; Pol beta inh: 13%; ALOX12 inh: -27%; Pol kappa inh: -2%; RGS4 inhibitor: -21%; Pol eta inh: -24%; APE1 inh: inconclusive; LDHA inh: -2

How did COc1cc(Br)cc(CN2CCN(C)CC2)c1O do in these assays?
Anesthetic bind: 19%; ERG Ets-DNA blk: -3%; Pol beta inh: -24%; ALOX12 inh: inconclusive; Pol kappa inh: -8%; RGS4 inhibitor: -8%; Pol eta inh: 7%; APE1 inh: -9%; LDHA inh: 8

Results for CN1[C@@H]2CCC[C@H]1CC(=O)C2 ?
Anesthetic bind: -2%[29.3 µM]; ERG Ets-DNA blk: inconclusive; ALOX12 inh: -3%; Pol kappa inh: 22%; RGS4 inhibitor: 11%; Pol eta inh: 1%; APE1 inh: 2%[21 µM]; LDHA inh: -4

What do the screens show for `CCC(=NCCN1CCOCC1)c1c(O)n(-c2ccccc2C)c(=O)[nH]c1=O`?
Anesthetic bind: -9%; ERG Ets-DNA blk: -2%; Pol beta inh: 6%; ALOX12 inh: inconclusive; Pol kappa inh: 1%; RGS4 inhibitor: -4%; Pol eta inh: -6%; APE1 inh: 4%; LDHA inh: 0

How did C=C1[C@@H](C)[C@H]2[C@H](Cc3ccccc3)NC(=O)[C@]23OC(=O)/C=C/[C@H](O)CCC[C@@H](C)C/C=C/[C@H]3[C@@H]1O do in these assays?
Anesthetic bind: 3%&-6%&0%; ERG Ets-DNA blk: 7%; Pol beta inh: 3%; ALOX12 inh: 2%&-13%; Pol kappa inh: -9%; RGS4 inhibitor: -21%; Pol eta inh: -2%; APE1 inh: -7%&1%&-2%; LDHA inh: -11

What do the screens show for `CC(=O)OC[C@]12CCC(C)=C[C@H]1O[C@@H]1[C@H](O)[C@@H](OC(C)=O)[C@@]2(C)[C@]12CO2`?
Anesthetic bind: 3%; ERG Ets-DNA blk: -3%; Pol beta inh: 9%; ALOX12 inh: 8%; Pol kappa inh: -8%; RGS4 inhibitor: 2%; Pol eta inh: -14%; APE1 inh: 1%; LDHA inh: -3

How did C=CCn1c(O)c(/C=C/C=Nc2ccccc2)c(=O)[nH]c1=O do in these assays?
Anesthetic bind: -5%; Pol beta inh: 24%; ALOX12 inh: -24%; Pol kappa inh: -7%; RGS4 inhibitor: 5%; Pol eta inh: -3%; APE1 inh: -1%; LDHA inh: -12

How did CC(C)n1cc(C(=O)N(CC(=O)NC(C)(C)C)Cc2ccccc2)cn1 do in these assays?
Anesthetic bind: -2%; ERG Ets-DNA blk: -10%; Pol beta inh: 28%; ALOX12 inh: 0%[57.4 µM]; Pol kappa inh: -4%; RGS4 inhibitor: -6%; Pol eta inh: -3%; APE1 inh: -5%; LDHA inh: -3

How did c1coc(CNCCc2c[nH]c3ccccc23)c1 do in these assays?
Anesthetic bind: -15%; ERG Ets-DNA blk: 9%; Pol beta inh: 43%; ALOX12 inh: -3%; Pol kappa inh: -5%; RGS4 inhibitor: -15%; Pol eta inh: -17%; APE1 inh: 2%; LDHA inh: 0

What do the screens show for `CCCCCCn1c(N)c(C(=O)NCCN2CCOCC2)c2nc3ccccc3nc21`?
Anesthetic bind: 130%[activator]; ERG Ets-DNA blk: -4%; Pol beta inh: -20%; ALOX12 inh: 51%[activator]; Pol kappa inh: -23%; RGS4 inhibitor: -9%; Pol eta inh: inconclusive; APE1 inh: 11%; LDHA inh: 3

How did c1ccc(CCCN2CCN(CCOC(c3ccccc3)c3ccccc3)CC2)cc1 do in these assays?
ERG Ets-DNA blk: -18%; Pol beta inh: 4%[57.1 µM]; ALOX12 inh: inconclusive; Pol kappa inh: -17%[60.1 µM]; RGS4 inhibitor: 1%[56.9 µM]; Pol eta inh: -6%[57.1 µM]; APE1 inh: -3%&-3%&-4%; LDHA inh: 3
